RNase H inhibition – RNase H inhibition, HIV 1 Gag Pol polyprotein, FRET biochemical assay, screening (AID 372); 100,000 tested, 0.77% active; HIV-1 RT RNase H, FRET RNA/DNA substrate fluorescence; higher % means a stronger effect; inhibition, % at 10 µM; hits with a dose series show IC50 in µM; in the data active means inhibition above about 50%
Numbers without * were called inactive. Only part of the results is shown, so the mix of outcomes need not match the whole.

SMILES	RNase H inhibition
CCn1c2ccccc2c2cc(CN(C)C3CCN(C)CC3)ccc21	20%
COc1ccc(NS(=O)(=O)c2ccccc2[N+](=O)[O-])cc1Cl	6%
COc1ccc(Cl)cc1NCN1C(=O)S/C(=C/c2ccccc2)C1=O	0%
COc1ccc(OCC(=O)Nc2ccc3c(c2)OCCO3)cc1	5%
CCOC(=O)C1=C(CC)OC(N)=C(C#N)C1c1cccs1 (stereo not drawn)	30%
C[N+]1=C2C=CC=CC=C2SC12C([N+](=O)[O-])=CC(=[N+]([O-])[O-])c1cccnc12 (stereo not drawn)	11%
CC1=CC(=O)C=C/C1=N/OC1=C(O/N=C2/C=CC(=O)C=C2C)C(=O)c2ccccc2C1=O	3%
Cc1ccc(COc2ccc(C=C3C(=O)NC(=O)NC3=O)cc2Br)cc1	10%
CCOC(=O)c1sc2nc(C)n(/N=C/c3ccc4c(c3)OCO4)c(=O)c2c1C	2%
Cc1ccccc1CN1CCN(S(C)(=O)=O)CC1	5%
Cc1cc(N2CCCCC2)c(F)cc1[N+](=O)[O-]	16%
COC(=O)c1c(N)sc(C(=O)Nc2ccccc2C)c1C	2%
O=C1CC(N2CCN(c3ncccn3)CC2)C(=O)N1c1ccc(F)cc1 (stereo not drawn)	11%
COc1ccccc1CNC(=O)Cc1ccc(OC)c(OC)c1	1%
NC(=O)C1(N2CCCCC2)CCN(C(=S)Nc2ccc(Cl)cc2)CC1	4%
CCOc1cc(/C=C2\SC(=S)N(c3cccc(C)c3)C2=O)ccc1O	18%
Cn1c(=O)c2c(n3nnnc13)-c1ccccc1CC21CCCC1	8%
O=[N+]([O-])c1ccc(-n2ncnc2-c2ccccc2)cc1	9%
CC(/C=N\Nc1nc(N2CCCC2)nc(N2CCCC2)n1)=C\c1ccccc1	8%
CCC1CCCCN1S(=O)(=O)c1ccc(Cl)cc1 (stereo not drawn)	0%
CCOC(=O)C1=C(C)NC2=C(C(=O)CC(c3ccc(OC)cc3)C2)C1c1cc(Br)c(O)c(OC)c1 (stereo not drawn)	15%
COc1ccc(Cl)cc1C(=O)NN=C1CCN(C)CC1	15%
CCSc1nnc(NC(=O)C(CC)CC)s1	0%
COc1ccc(N2C(=O)NC(=O)/C(=C/c3ccc(-c4ccc([N+](=O)[O-])cc4)o3)C2=O)cc1	2%
O=C(NC(=S)Nc1ccc2oc(-c3ccccc3Br)nc2c1)c1ccco1	8%

Other records follow:
SMILES	RNase H inhibition
O=S(=O)(c1ccc2c(c1)C(=NO)c1cc(S(=O)(=O)N3CCCC3)ccc1-2)N1CCCC1	15%
Cc1ccccc1N1C(=O)C(O)=C(C(=O)/C=C/c2ccccc2)C1c1cccc([N+](=O)[O-])c1 (stereo not drawn)	9%
COc1ccc(CCNC2CC(=O)N(c3ccc(F)cc3)C2=O)cc1 (stereo not drawn)	4%
Cc1ccc2[nH]c(SCc3ccccc3F)nc2c1C	13%
Cc1ccccc1C(=O)Nc1sc2c(c1C(=O)N1CCCC1)CCCCC2	13%
N#Cc1c(-c2ccccc2)cc(-c2ccccc2)nc1N1CCOCC1	37%
O=[N+]([O-])c1ccc(S(=O)(=O)N(CC(O)CN(Cc2ccccc2)Cc2ccccc2)c2ccccc2)cc1 (stereo not drawn)	4%
COc1ccc(/C=C/C(=O)Nc2cc(C(F)(F)F)ccc2Cl)cc1Br	7%
CCN1C(=O)/C(=C\c2cn(CCC#N)nc2-c2ccccc2)SC1=S	7%
COc1ccc(/C=C2/SC(=S)NC2=O)cc1OCc1ccc(Cl)cc1	22%
C=CCOC(=O)C1=C(C)NC(=O)NC1c1cccc(Cl)c1 (stereo not drawn)	2%
C=CCn1c(-c2ccc([N+](=O)[O-])cc2)n[nH]c1=S	2%
COc1cc(C(=O)NCc2ccco2)c([N+](=O)[O-])cc1OC	8%
Cc1ccc(OCCOc2ccccc2/C=C2/SC(=S)NC2=O)cc1	5%
C=CCSc1nc2c(c(=O)n1CC=C)C1(CCCCC1)Cc1ccccc1-2	9%
CC(C)c1cc(C(C)C)c(S(=O)(=O)Nc2cccc(F)c2)c(C(C)C)c1	30%
COc1cc(/C=C2/C(=O)NC(=O)N(c3ccccc3F)C2=O)ccc1OCc1ccc([N+](=O)[O-])cc1	9%
CN1CCc2c(sc3[nH]c(=S)n(-c4ccccc4)c(=O)c23)C1	5%
CCOC(=O)C(CCCCOc1ccc(Cl)cc1)C(=O)OCC	3%
CCOc1ccccc1NC(=O)C(=O)NCc1ccc(C)cc1	35%
O=C(CN1CCCCCCC1)N/N=C/c1cccc2ccccc12	8%
O=C(COC(=O)c1ccccc1Nc1ccccc1)c1cccc([N+](=O)[O-])c1	9%
Cc1ccccc1OCCC(=O)Nc1ccc(F)c(F)c1	12%
Cc1ccc(C)c(OCCn2cc(/C=c3\sc4nc5ccccc5n4c3=O)c3ccccc32)c1	23%
COc1ccc(C(=O)NC(=S)Nc2ccc(Cl)cc2)cc1Br	8%

Some of the entries so far, as a markdown table:
| compound | RNase H inhibition |
| --- | --- |
| O=C(CN1CCCCCCC1)N/N=C/c1cccc2ccccc12 | 8% |
| C=CCSc1nc2c(c(=O)n1CC=C)C1(CCCCC1)Cc1ccccc1-2 | 9% |
| O=[N+]([O-])c1ccc(S(=O)(=O)N(CC(O)CN(Cc2ccccc2)Cc2ccccc2)c2ccccc2)cc1 (stereo not drawn) | 4% |
| CN1CCc2c(sc3[nH]c(=S)n(-c4ccccc4)c(=O)c23)C1 | 5% |
| CCOC(=O)C(CCCCOc1ccc(Cl)cc1)C(=O)OCC | 3% |
| O=S(=O)(c1ccc2c(c1)C(=NO)c1cc(S(=O)(=O)N3CCCC3)ccc1-2)N1CCCC1 | 15% |

Following part
SMILES	RNase H inhibition
Cc1onc(-c2ccccc2Cl)c1C(=O)Nc1cccc(C(F)(F)F)c1	14%
COc1ccccc1/C=N/NC(=O)c1cccc(I)c1	4%
CCCCc1c(C)c2cc(C)ccc2[nH]c1=O	2%
O=C(Nc1nnc(C(F)(F)F)s1)c1cccc([N+](=O)[O-])c1	1%
OC(COc1ccc(Cl)cc1)CN1CCCCC1 (stereo not drawn)	10%
Cc1ccc(OCC(=O)Nc2cccc(-c3nc4cc(Cl)ccc4o3)c2C)c(C)c1	27%
C=CCN1C(=O)/C(=C\c2ccc(N(C)C)cc2)SC1=Nc1ccccc1	10%
CCOC(=O)c1ccc(-c2ccc(C(=O)Nc3cccc(-c4nc5ncccc5o4)c3C)o2)cc1	23%
CC(Oc1cccc2ccccc12)C(=O)N/N=C/c1cccc(Br)c1 (stereo not drawn)	10%
Cc1cc(Cl)ccc1OCC(=O)O/N=C(\N)c1ccccc1Cl	1%
COc1ccc(S(=O)(=O)n2cnc3cc(C)c(C)cc32)cc1	12%
CCOc1ccc(C(=O)Nc2ccc(N(CC)CC)cc2)cc1[N+](=O)[O-]	18%
C/C(=N\N1CCN(C2c3ccccc3-c3ccccc32)CC1)c1ccncc1	17%
CC1(C)CC(NC(=O)COc2ccccc2Cl)CC(C)(C)N1	7%
FC(F)(F)c1ccc(N/N=C/c2ccc3c(c2)OCO3)nc1	9%
COc1ccc(-c2nc(-c3ccc(OC)cc3)c(C)c(C#Cc3ccccc3)c2C)cc1	19%
S=C(NCC1COc2ccccc2O1)Nc1ccccc1 (stereo not drawn)	15%
Cc1ccc2nc(C)c(C(=O)/C=C/c3ccccc3)c(-c3ccccc3)c2c1	0%
N#C/C(=C/c1ccc(Sc2ccccc2)o1)C(=O)Nc1ccc(F)cc1	5%
COc1ccc(N(C(C)C(=O)Nc2ccc(Cl)cc2)S(C)(=O)=O)cc1 (stereo not drawn)	10%
COc1ccc(OC)c(/C=N/NC(=O)CSc2nnc(-c3cc(OC)c(OC)c(OC)c3)n2-c2ccccc2)c1	0%
CC(=O)c1cccc(NC(=O)/C(=C\c2ccco2)NC(=O)c2cccs2)c1	8%
O=C1NC(=O)/C(=C/c2ccc(OC(=O)c3ccccc3I)cc2)S1	23%
O=C1c2ccc(Oc3cccc([N+](=O)[O-])c3)cc2C(=O)N1c1cccc(-c2nc3ccccc3o2)c1	3%
O=C(O)c1ccc(N/N=C/c2c(Cl)ccc(Cl)c2Cl)cc1	51%*

Ordered by count of non-hydrogen atoms (low to high): part of the list above.
SMILES	RNase H inhibition
O=[N+]([O-])c1ccc(-n2ncnc2-c2ccccc2)cc1	9%
CCOC(=O)C1=C(CC)OC(N)=C(C#N)C1c1cccs1 (stereo not drawn)	30%
FC(F)(F)c1ccc(N/N=C/c2ccc3c(c2)OCO3)nc1	9%
COc1ccc(N2C(=O)NC(=O)/C(=C/c3ccc(-c4ccc([N+](=O)[O-])cc4)o3)C2=O)cc1	2%

The results go on.
SMILES	RNase H inhibition
CCN1CCc2c(sc(N)c2C#N)C1	0%
CCOc1ccc(S(=O)(=O)N(CC(=O)NC)c2ccc(C)cc2)cc1	6%
CCOC(=O)C1=C(C)NC2=C(C(=O)CC(c3ccc(Cl)cc3)C2)C1c1ccc(OC)c(OC)c1 (stereo not drawn)	3%
Cc1cc(Cl)ccc1OCC(=O)Nc1nc2ccccc2s1	6%
CCOc1ccc(-n2nc3ccc(NC(=O)/C=C\c4ccccc4)cc3n2)cc1	5%
COc1ccc(Br)cc1CN1CCN(Cc2ccncc2)CC1	11%
O=C(COc1ccccc1[N+](=O)[O-])Nc1ccc2oc(-c3ccc(Br)cc3)nc2c1	0%
O=C(NC(=S)Nc1ccc(-c2nc3ccccc3o2)cc1)c1cccc(Cl)c1	34%
CN(C)c1ccc(/C=N/NC(=O)CNC(=O)c2ccc(F)cc2)cc1	13%
Fc1ccc(N2CC(c3ccccc3)C(c3cccs3)=N2)c(F)c1 (stereo not drawn)	21%
CCN(CC)CCCCOc1cc(C)ccc1C	5%
COc1ccc(-c2cc(-c3ccccc3)nc(N/N=C/c3ccc(O)cc3O)n2)cc1OC	12%
Cc1ccc(-c2nc3ccccc3o2)cc1NC(=S)NC(=O)c1ccccc1Br	14%
CCOc1ccc(C(=O)N/N=C/c2cc(Br)c(OC)cc2OC)cc1	13%
CC(C)CO[C@@H]1[C@H]2OC3(CCCCC3)O[C@H]2O[C@@H]1C1COC2(CCCCC2)O1 (stereo partly drawn)	8%
CC1CCN(CC(O)COc2ccc(OCC(O)CN3CCC(C)CC3)cc2)CC1 (stereo not drawn)	13%
Cc1ccccc1NCC(=O)N/N=C\c1c(O)ccc2ccccc12	24%
CCCOC(=O)c1cccc(NC(=O)/C=C/c2ccc(OC)c(Br)c2)c1	13%
COc1ccc(/C=C/C(=O)Oc2ccc(C(C)C)cc2)cc1OC	7%
Cc1cccc(N(CC(=O)Nc2ccccc2F)S(C)(=O)=O)c1	12%
COc1ccc(C(=O)/C=C\Nc2ccccc2Br)c(OC)c1	3%
O=C(c1ccc(F)cc1)N(Cc1ccccc1)c1ccccn1	1%
N#Cc1cccc(N=Cc2ccccc2Cl)c1	1%
O=C(CSc1nc(O)cc(=O)[nH]1)Nc1ccccc1	9%
COc1cc(/C=C2/C(=O)NC(=S)N(c3ccccc3)C2=O)cc(Br)c1OCc1ccc([N+](=O)[O-])cc1	42%

Filtered by structure, the entries above containing an NH in an aromatic ring.
SMILES	RNase H inhibition
Cc1ccc2[nH]c(SCc3ccccc3F)nc2c1C	13%
C=CCn1c(-c2ccc([N+](=O)[O-])cc2)n[nH]c1=S	2%
CN1CCc2c(sc3[nH]c(=S)n(-c4ccccc4)c(=O)c23)C1	5%
CCCCc1c(C)c2cc(C)ccc2[nH]c1=O	2%
O=C(CSc1nc(O)cc(=O)[nH]1)Nc1ccccc1	9%

(continued)
SMILES	RNase H inhibition
COc1ccc(C2Nc3ccccc3C(=O)N2Cc2ccccc2)cc1Cn1nnc2ccccc21 (stereo not drawn)	16%
COc1ccc(N(CC(=O)Nc2ccc(I)cc2)S(C)(=O)=O)c(OC)c1	6%
COc1ccccc1/C=N/NC(=O)c1ccccn1	0%
C=CCc1ccc(OCCCOc2ccccc2[N+](=O)[O-])c(OC)c1	27%
CC(C)CN1C(=O)c2ccc(C(=O)Nc3ccc(O)cc3C(=O)O)cc2C1=O	2%
CC1(C)CC(=O)C([N+](=O)[O-])=C(NCCCO)C1	1%
Nc1c(C(=O)c2ccccc2)sc2nccc(NCc3ccccc3)c12	19%
O=C(N/N=C/c1ccc(-c2ccc(Cl)c(Cl)c2)o1)c1ccccn1	4%
CCN(CC)c1ccc(/C=N/NC(=S)Nc2cccc(C)c2)cc1	13%
CC(C)OC(=O)c1cc2n(n1)C(C(F)(F)F)CC(c1cccs1)N2 (stereo not drawn)	0%
CCN(CC)c1ccc(C=Nc2ccccc2C(=O)Nc2ccccc2)c(O)c1	5%
O=C(Cc1ccccc1)N/N=C/c1cccc2ccccc12	11%
Cc1ccc(N2C(=O)/C(=C/c3ccccc3C)C(=O)NC2=S)cc1	7%
Cc1ccc(CN2CCN(/N=C\c3cccc([N+](=O)[O-])c3)CC2)cc1	8%
Cc1cc(OCCOc2ccccc2/C=C2\SC(=S)NC2=O)ccc1Cl	36%
CC(/C=N/NC(=O)c1ccncc1)=C\c1ccc(C(C)C)cc1	0%
C=CCn1c(=O)[nH]c(=O)n(CC=C)c1=O	5%
Cc1ccc(NC(=O)Cc2ccc(Cl)cc2)c([N+](=O)[O-])c1	21%
Cc1c(Cl)cccc1N=Cc1cccc([N+](=O)[O-])c1	12%
Cc1c(NC(=O)CN(c2ccccc2)S(C)(=O)=O)c(=O)n(-c2ccccc2)n1C	0%
Cc1ccc(/C=N/NC(=O)COc2ccc(C)c(C)c2)o1	13%
CCN(CC)CCCOc1cccc(OC)c1	11%
COc1cc(/C=N/NC(=O)CCC2C(=O)NN=C2C)ccc1O (stereo not drawn)	6%
COc1ccccc1-n1c(O)c(C=Nc2ccc(F)cc2)c(=O)[nH]c1=O	15%
Cc1ccc(Br)cc1S(=O)(=O)n1cnc2ccccc21	39%

(more compounds)
SMILES	RNase H inhibition
O=C(CN1C(=O)c2ccccc2C1=O)Nc1ccc(O)cc1C(=O)O	7%
CCCCOC(=O)c1ccc(N=Cc2ccc(N(C)C)cc2)cc1	4%
CCN(CC)c1ccc(N2C(=O)/C(=C/c3ccc(C)cc3)SC2=S)cc1	3%
Cc1ccc(C(=O)COC(=O)c2cccc(Br)c2)cc1[N+](=O)[O-]	0%
CC(=O)N/N=C/c1cc(C)n(-c2ccc(Cl)cc2Cl)c1C	20%
CCCC1=NN(C(=O)Cc2ccc(OC)c(OC)c2)C(O)(C(F)(F)F)C1 (stereo not drawn)	7%
O=[N+]([O-])c1cccc(S(=O)(=O)Oc2ccc(OCc3ccccc3)cc2)c1	38%

Compound activity (PubChem BioAssay)
